TRHR enhancer – qHTS for Small Molecule Agonists and Allosteric Enhancers of Human TRH Receptor: Primary Screen for Enhancers; 360,000 tested, 0.66% active; TRHR cells, fluo-8 calcium fluorescence, EC20 TRH enhancement; AID 493056, 2011; enhancement, % at 2 µM; in the data active = enhancement above about 30%; note: 0% is about no effect
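Enhancer read-out: after compound pinning and an initial kinetic agonist-mode read, an EC20 of TRH (10 nM final) was injected and fluo-8 calcium signal (Ex 480/Em 530) followed at 1 s/cycle for 100 cycles in TRHR-expressing cells.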
D1 ag – Allosteric Agonists of the Human D1 Dopamine Receptor: qHTS. HEK293 T-REx D1 cells, calcium flux, agonist mode. activation, % at 2 µM. 360,000 tested, 1% active. AID 504660, 2011; note: 0% is about no effect
Target sequence (P21728 whole entry, looked up): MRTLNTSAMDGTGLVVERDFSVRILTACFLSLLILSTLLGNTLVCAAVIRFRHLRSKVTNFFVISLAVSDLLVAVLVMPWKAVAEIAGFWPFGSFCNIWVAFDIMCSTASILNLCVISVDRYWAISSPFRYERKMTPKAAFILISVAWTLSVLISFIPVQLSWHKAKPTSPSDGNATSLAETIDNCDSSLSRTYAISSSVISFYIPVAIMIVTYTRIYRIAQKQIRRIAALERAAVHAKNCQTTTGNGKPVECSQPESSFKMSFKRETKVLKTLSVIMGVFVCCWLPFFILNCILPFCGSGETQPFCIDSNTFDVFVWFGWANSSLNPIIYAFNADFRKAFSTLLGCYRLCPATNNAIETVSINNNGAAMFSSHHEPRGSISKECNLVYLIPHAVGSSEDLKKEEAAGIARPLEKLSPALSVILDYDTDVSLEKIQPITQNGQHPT
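Tetracycline-induced HEK293 TREx D1 cells, force-coupled to calcium signalling, were dye-loaded with a no-wash calcium kit. Compound was pin-added after a 10 s baseline. Fluorescence was read kinetically at 1 cycle/s for 180 s, with calcium rises flagged as agonism.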
D1 PAM – Potentiators of Human D1 Dopamine Receptor: qHTS | HEK293 TREx D1 cells, calcium flux, dopamine EC20 potentiation | potentiation, % at 10 µM | 360,000 tested, 0.036% active | AID 504651, 2011; in the data active = potentiation above about 30%; note: 0% is about no effect
D2 antagonist – HTS Assay for Allosteric Antagonists of the Human D2 Dopamine Receptor: Primary Screen for Antagonists | inhibition, % at 10 µM | HEK293 TREx D2 cells, calcium flux, dopamine EC80 | 340,000 tested, 2% active | D(2) dopamine receptor (Homo sapiens), P14416; in the data active = inhibition above about 30%; note: 0% is about no effect
Target sequence (P14416 whole entry, looked up): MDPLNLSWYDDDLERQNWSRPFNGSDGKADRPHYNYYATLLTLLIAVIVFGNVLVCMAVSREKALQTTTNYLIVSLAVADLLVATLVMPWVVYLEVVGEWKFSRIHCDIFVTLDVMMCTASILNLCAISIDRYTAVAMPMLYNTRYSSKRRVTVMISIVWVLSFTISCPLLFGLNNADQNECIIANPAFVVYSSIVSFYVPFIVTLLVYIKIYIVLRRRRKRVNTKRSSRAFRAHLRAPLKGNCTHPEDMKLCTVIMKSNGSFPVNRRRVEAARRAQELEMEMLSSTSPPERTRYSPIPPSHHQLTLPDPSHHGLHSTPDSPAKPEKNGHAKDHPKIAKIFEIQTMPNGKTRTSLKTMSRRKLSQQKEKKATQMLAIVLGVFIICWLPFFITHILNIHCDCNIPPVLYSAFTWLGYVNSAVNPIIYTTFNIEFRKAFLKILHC
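Cells plated overnight at 30 C with tetracycline; no-wash calcium dye, 30–90 min RT; 10 s baseline; compound pinned; 180 s read; EC80 dopamine added; another 180 s read.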
RXFP1 antagonist – qHTS Assay for Antagonists of the Relaxin Receptor RXFP1; Relaxin receptor 1 (Homo sapiens), Q9HBX9; HEK293-RXFP1, relaxin-stimulated cAMP HTRF, 30 min; active compounds read low; activity change, negative = inhibition, % at 57.5 µM; 350,000 tested, 0.59% active; AID 1259400, 2018;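 active = activity change of -60% or lower, but not beyond a set lower limit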; note: % is set by controls: 0 for no effect and ±100 for the full control effect
D2 PAM – HTS Assay for Positive Allosteric Modulators of the Human D2 Dopamine Receptor: Primary Screen for Potentiators; D(2) dopamine receptor (Homo sapiens), P14416; HEK293 T-REx D2, calcium flux, EC20 dopamine potentiation; potentiation, % at 10 µM; 340,000 tested, 0.34% active; AID 485347, 2010;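 active = potentiation over 3 SD above the plate norm, cut at about 30% in these data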; note: 0% is about no effect
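Potentiation of an EC20 dopamine calcium response is measured in a force-coupled, tetracycline-inducible Hek293 Trex D2 line. Compound-only kinetic reads over 180 s flag agonists before dopamine addition.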
D1 antagonist – Antagonist of Human D 1 Dopamine Receptor: qHTS; HEK293 TREx D1 cells, calcium flux, dopamine EC80; active compounds read low; activity change, negative = inhibition, % at 10 µM; 360,000 tested, 3.2% active; in the data active = activity change below about -30%; note: % is set by controls: 0 for no effect and ±100 for the full control effect
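Kinetic fluorescence of a calcium dye serves as the read-out. D1-expressing Hek293 Trex cells, induced overnight at 30 C, are exposed to compound for 180 s before an EC80 dopamine addition, then read 180 s further.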
D2 agonist – HTS Assay for Allosteric Agonists of the Human D2 Dopamine Receptor: Primary Screen for Agonists | D(2) dopamine receptor (Homo sapiens), P14416 | HEK293 T-REx D2 cells, calcium flux agonist mode | activation, % at 2 µM | 340,000 tested, 0.53% active;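 active = activation over 3 SD above normal in the single-dose calcium agonist read, cut at about 30% in these data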; note: 0% is about no effect
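Tetracycline-induced HEK293 Trex cells with D2 receptor force-coupled to calcium signaling, plated overnight at 30 C and loaded with no-wash calcium dye. Calcium flux read kinetically for 180 s after compound addition; responses flag agonists.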
TRHR ag – qHTS for Small Molecule Agonists and Allosteric Enhancers of Human TRH Receptor: Primary Screen for Agonists. Thyrotropin-releasing hormone receptor (Homo sapiens), P34981. AID 493084, 2011. TRHR cells, calcium flux fluo-8, FDSS agonist mode. 360,000 tested, 0.18% active. activation, % at 2 µM; note: 0% is about no effect
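TRHR-expressing cells, plated overnight in medium with 10% serum, were loaded with fluo-8 calcium dye at room temperature. After a 10 s baseline, library compound was pin-added and calcium release was recorded kinetically (ex 480/em 530) as agonist response.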
* = called active by the depositor; / = not tested or not shown; & = joins results of further samples. Cut-off read from the data, not from the text of the source, unless noted: active = activation above about 30%; inactive = the rest.

SMILES	TRHR enhancer	D1 ag	D1 PAM	D2 antagonist	RXFP1 antagonist	D2 PAM	D1 antagonist	D2 agonist	TRHR ag
CC(=O)N/C(=C/c1ccc2c(c1)OCO2)C(=O)NCCCO	-5	1	0	4	-9	15	0	0.5	0.1
CCOc1ccc2nc(NC(=O)C3=NN(c4ccccc4)C(=O)CC3)sc2c1	-1	2	-3	-3	-5	-19	12	-0.4	2.0
Cc1cc(CN2CCC(n3nccc3NC(=O)c3ccccc3Cl)CC2)cc(C)c1O	-2	0	3	55*	-2	-19	-9	0.5	0.7
COc1ccccc1N1CCN(C(=O)c2cc(-c3ccccc3O)on2)CC1	-7&-9	1&2	-4&0	-28	-8&-1	-5&-4	6&3	0.7&-0.1	3.9&1.4
CCn1c(=O)c(C(=O)NCc2ccccc2OC)c(O)c2ccccc21	2	8	2	10	-5	13	0	1.2	0.0
COc1ccc(C(=O)NCCCn2nc(C)cc2C)cc1S(=O)(=O)N1CCOCC1	-4	0	-4	-4	-4	12	9	0.5	-0.3
CN(C(=O)CN1C(=O)c2ccccc2S1(=O)=O)c1ccccc1C(=O)O	-8	0	-2	-8	1	4	-8	-0.2	0.3
CNc1ccccc1C(C)(C)c1cc(-c2cccc(Br)c2)no1	-1	2	4	-19	15	2	2	-0.1	0.6
CCC(C)(C)C1CCC2(CC1)NC(=O)N(CC(=O)N(C)CCOc1ccc(Cl)cc1)C2=O (stereo not drawn)	6	1	-3	-20	-15	1	4	0.2	0.3
CC(C)c1ccc(NC(=S)Nc2ccc(OC(F)(F)F)cc2)cc1	3	3	-2	-13	-4	14	/	0.2	1.1
Cc1sc(-c2cccnc2)nc1OC(=O)C1CC1	-1	0	-3	7	-7	-9	-13	-0.2	-0.6
Cc1onc(-c2ccccc2)c1C(=O)NCc1ccc2c(c1)OCO2	1	4	-4	8	-5	7	8	0.6	-0.6
NC(=O)c1cccc(-c2noc(-c3ccccc3F)n2)c1	2&6	7&1	-2&5	5	/	14	-8	0.5	-0.8&-0.3
COc1ccc(N(CC(=O)NCCSC2CCCCC2)S(=O)(=O)c2ccc(C)cc2)cc1	-5	11	6	-22	-7	-12	-4	0.4	3.0
O=C(NCc1nnc(SC/C=C/c2ccccc2)o1)c1ccco1	-1	6	-3	27	2	-5	36	1.1	-0.2
CCCc1cc(=O)[nH]c2nnc(SCCC(C)C)n12	-2	9	9	/	-4	/	/	1.0	-0.1
CCOC(=O)N1CCN(c2c(N3CCN(c4ccc(OC)cc4)CC3)c(=O)c2=O)CC1	-1	-1	/	-3	/	-4	-2	0.9	-0.4
Cc1ccc(C(=O)c2cc(C)sc2NC(=O)CN2CCN(C(=O)c3ccco3)CC2)cc1	-3	4	0	-1	-4	-2	36	0.4	-0.9
C/C(=N\Nc1nccnc1Cl)c1ccc(O)cc1	2	-2	-4	0	-9	5	4	-2.8	-0.8
O=C(CSCCc1ccccn1)Nc1cccnc1Cl	-1	2	-3	0	-14	5	-7	-0.5	0.2
CCn1c(SCC(=O)Nc2nc(-c3ccccc3)cs2)nnc1-c1ccccc1O	-1	5	0	-29	-32	8	3	0.8	1.1
CSc1nc2n(n1)C(c1cc(Br)ccc1F)C(C(=O)N(C)C)=C(C)N2 (stereo not drawn)	-2	1	-4	28	14	-2	-2	-0.2	0.5
C=CCN(Cc1nc(-c2cc(OC)c3c(c2)OCO3)oc1C)C1CCS(=O)(=O)C1 (stereo not drawn)	-1	1	0	11	-5	8	6	0.5	0.5
COc1ccc2c(-c3ccccc3)cc(SCC(N)=O)nc2c1	-6	8	-1	/	-31	/	-6	/	2.1
COc1cccc(/C=N/Nc2cc(Cl)nc(C)n2)c1O	-3	0	5	/	-6	/	7	/	1.3
COc1cccc(C(=O)NCC2CCCN2S(=O)(=O)c2cccs2)c1 (stereo not drawn)	2	1	2	-25	-2	12	20	0.1	0.0
COc1ccc(N/C(=C(/C(Cl)=C(Cl)Cl)[N+](=O)[O-])n2nnc3ccccc32)cc1OC	7	12	6	-6	/	12	1	-1.4	-0.4
Cc1ccc(SCC(=O)OCC(=O)Nc2ccc3[nH]c(=O)[nH]c3c2)cc1C	7	0	-15	-8	7	-1	9	0.2	-0.1
CCN(CC)C(=O)c1sc(NC(=O)c2nc3ncccn3n2)c(C(=O)OC)c1C	32*	0	-3	/	6	8	-17	-0.4	-1.2
CCCn1c(N)c(C(=O)CSc2nnc(C)n2Cc2ccccc2)c(=O)n(C)c1=O	0	1	1	4	-11	22	-7	-0.5	0.2

Grouped by structure: the compounds so far with a thiophene ring, fused or not.
SMILES	TRHR enhancer	D1 ag	D1 PAM	D2 antagonist	RXFP1 antagonist	D2 PAM	D1 antagonist	D2 agonist	TRHR ag
Cc1ccc(C(=O)c2cc(C)sc2NC(=O)CN2CCN(C(=O)c3ccco3)CC2)cc1	-3	4	0	-1	-4	-2	36	0.4	-0.9
COc1cccc(C(=O)NCC2CCCN2S(=O)(=O)c2cccs2)c1 (stereo not drawn)	2	1	2	-25	-2	12	20	0.1	0.0
CCN(CC)C(=O)c1sc(NC(=O)c2nc3ncccn3n2)c(C(=O)OC)c1C	32*	0	-3	/	6	8	-17	-0.4	-1.2

Continued.
SMILES	TRHR enhancer	D1 ag	D1 PAM	D2 antagonist	RXFP1 antagonist	D2 PAM	D1 antagonist	D2 agonist	TRHR ag
CCOc1ccccc1NC(=S)N(Cc1cc2ccc(C)cc2[nH]c1=O)CC1CCCN1CC (stereo not drawn)	20	4	-5	16	-6	-26	-6	-0.6	0.2
COc1ccc(NC(=O)c2c(C)nn(Cc3ccccc3)c2C)cc1S(=O)(=O)N(C)C	-1	1	-2	-23	-3	-11	-13	-1.3	0.6
COCc1nnc(NS(=O)(=O)c2c(C)cc(C)cc2C)s1	1	1	-2	19	4	0	6	-0.5	0.0
CNC(=O)c1c[nH]c2ccc(S(=O)(=O)Nc3cccc(Cl)c3C)cc2c1=O	-4	1	-3	/	-29	14	2	-0.1	1.2
O=C(O)C1C2C=CC(C2)C1C(=O)Nc1ccc(C(=O)N2CCCCC2)cc1 (stereo not drawn)	1	1	-2	/	9	/	-2	/	-0.1
CC1CCC2(CC1)NC(=O)N(CC(=O)NC1(C#N)CCCCC1)C2=O (stereo not drawn)	5	1	-4	-9	-27	11	3	0.0	0.1
COc1cccc(NC(=O)CCN2CCC(C(N)=O)CC2)c1	15	1	-2	7	11	12	-10	0.2	-0.4
CCCN(C(=O)Cn1cnc2onc(-c3ccc(F)cc3)c2c1=O)c1cccc(Cl)c1	-8	1	-3	/	/	-9	-7	-0.2	-1.2
CCOC(=O)C(NC(=O)CCC(=O)Nc1ccc(S(N)(=O)=O)cc1)C(O)c1ccccc1 (stereo not drawn)	1	1	-7	-5	-2	10	13	-2.5	-1.0
Cc1ccc(-n2c(SCc3ccc([N+](=O)[O-])cc3)nc3ccccc3c2=O)cc1	-2	2	8	12	-5	4	4	-0.8	-0.5
Oc1c(Br)cc(Cl)cc1C=Nc1ccccc1Br	-4	3	-1	0	-27	9	-12	0.9	4.4
CCNC(=O)/C(=C/c1ccco1)NC(=O)/C=C/c1ccccc1	8	7	1	1	6	14	-2	-0.7	-0.2
Cc1ccc(CN2CCCn3nc(C(=O)NCCc4ccc(Cl)cc4)cc3C2=O)cc1	1	10	0	/	-10	/	-4	1.4	-1.7
CCOc1ccc2nc(Cl)c(C3CC(c4ccco4)=NN3S(C)(=O)=O)cc2c1 (stereo not drawn)	-8	3	-1	-5	-71*	-2	-12	-1.1	-0.6
COc1ccc(C2c3c(ccc4ccccc34)Oc3ncn4nc(-c5ccco5)nc4c32)cc1OC (stereo not drawn)	7	1	-6	-4	-8	7	10	-1.8	0.0

Reprinted from the part before: 3 entries; new compounds follow.
SMILES	TRHR enhancer	D1 ag	D1 PAM	D2 antagonist	RXFP1 antagonist	D2 PAM	D1 antagonist	D2 agonist	TRHR ag
Cc1ccc(CN2CCCn3nc(C(=O)NCCc4ccc(Cl)cc4)cc3C2=O)cc1	1	10	0	/	-10	/	-4	1.4	-1.7
CCOc1ccc2nc(Cl)c(C3CC(c4ccco4)=NN3S(C)(=O)=O)cc2c1 (stereo not drawn)	-8	3	-1	-5	-71*	-2	-12	-1.1	-0.6
COc1ccc(C2c3c(ccc4ccccc34)Oc3ncn4nc(-c5ccco5)nc4c32)cc1OC (stereo not drawn)	7	1	-6	-4	-8	7	10	-1.8	0.0
CCCCOc1ccc(C(CC(=O)NC)C(=O)O)cc1 (stereo not drawn)	0	1	-2	0	-1	-7	-9	0.0	1.1
Cc1ccc(C(=O)OCC(=O)Nc2ccc(Cl)cn2)cc1S(=O)(=O)N1CCOCC1	7	6	2	-15	-17	11	-5	-0.1	0.3
CCCc1cc(=O)oc2cc(OCC(=O)Nc3ccccn3)ccc12	2	4	-1	11	-11	9	-7	0.2	-0.7
COc1ccccc1P(=O)(Cc1ccccc1[N+](=O)[O-])c1ccccc1 (stereo not drawn)	-1	0	-2	-10	0	-1	9	1.0	0.2
CCOC(=O)CSc1nnc(CNC(=O)c2cccs2)n1-c1cc(OC)ccc1OC	4	1	2	2	-11	/	2	0.4	0.5
CC(C(=O)N1CCCCC1)N1CCN(S(=O)(=O)c2ccc(Cl)cc2)CC1 (stereo not drawn)	-2	1	-1	20	-6	0	-16	0.0	-1.8
Cc1csc(NC(=O)CSc2nnc(-c3ccccn3)n2-c2ccc(C)c(C)c2)n1	7	0	-3	-1	-22	-3	16	-1.0	0.1
COc1ccc(CNCCc2ccccc2)cc1OCC(N)=O	-7	2	-5	3	-9	-10	3	-0.2	0.0
C=CCOc1ccc(Cl)cc1C(=O)O	-1	2	-3	5	15	-1	-10	0.6	0.2
CCOC(=O)C1=C(c2ccccc2)NC(=O)NC1c1ccc(O)c(OCC)c1 (stereo not drawn)	7	1	-10	3	21	3	11	6.7	0.1
Cc1ccc(S(=O)(=O)NC2(C(F)(F)F)C(=O)Nc3c2c(=O)n(C)c(=O)n3C)cc1 (stereo not drawn)	-3	3	0	8	17	-10	-16	-0.3	0.2
O=C(COc1ccc(Cl)cc1)NCCSCc1cccc(Cl)c1	-2	0	0	-5	4	1	-16	1.4	1.7
CCOC(=O)c1ccccc1C(=O)N1CCOCCOCCOCC1	-6	5	-2	12	16	-2	-13	-1.4	-0.4
CC(=O)Nc1ccc(S(=O)(=O)N2CCn3cccc3C2C)cc1 (stereo not drawn)	-1	8	-6	3	-1	-3	4	-1.2	-1.5
O=C(CSc1nc2c([nH]c3ccccc32)c(=O)n1-c1cccc(Cl)c1)N1CCCC1	0	1	-6	/	/	11	-12	1.4	-0.3
Cc1ccc(CNC(=O)C2CCCN(S(=O)(=O)c3ccc4c(ccn4C)c3)C2)cc1 (stereo not drawn)	2	7	2	/	-4	1	11	0.4	0.5

Screens from PubChem BioAssay.

Outcome played no part in choosing rows; any-hit rate near 7.1%.
